# Assay outcomes: PubChem, National Center for Advancing Translational Sciences (NCATS)
# ALDH1A1 inh: ALDH1A1 (human) enzyme inhibition. 220,000 tested, 7.3% active. Potency, µM (top dose mostly 75.3 µM), without a hit: at the highest dose activity, negative = inhibition, actives largely listed as inhibitors. Purified ALDH1A1, NADH fluorescence, propionaldehyde substrate. P00352; active = well fitted inhibition curve with a large enough effect, not every such curve was filed as active; inconclusive = small, poorly fitted or top-dose-only effect, or another doubt; inactive = no such curve, though single readings can be large or run the other way;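 note: plate controls were no enzyme wells and a reference inhibitor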
# Target sequence (P00352 whole entry, looked up): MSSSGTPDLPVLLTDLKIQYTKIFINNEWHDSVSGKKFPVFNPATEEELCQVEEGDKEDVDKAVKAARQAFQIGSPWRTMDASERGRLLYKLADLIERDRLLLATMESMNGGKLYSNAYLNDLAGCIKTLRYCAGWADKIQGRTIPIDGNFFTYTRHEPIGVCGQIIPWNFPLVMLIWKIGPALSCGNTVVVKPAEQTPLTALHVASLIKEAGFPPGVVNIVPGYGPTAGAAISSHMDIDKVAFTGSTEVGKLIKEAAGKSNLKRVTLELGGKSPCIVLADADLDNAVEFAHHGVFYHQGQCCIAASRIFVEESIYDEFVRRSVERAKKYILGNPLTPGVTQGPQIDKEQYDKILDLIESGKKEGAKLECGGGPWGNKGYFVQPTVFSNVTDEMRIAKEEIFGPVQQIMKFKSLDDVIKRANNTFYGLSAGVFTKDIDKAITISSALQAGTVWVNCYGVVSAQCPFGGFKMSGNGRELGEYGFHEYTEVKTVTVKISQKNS
# Epigenetic derep: regulators of epigenetic silencing causing reporter derepression in mouse cells; murine LDR cells, GFP reporter derepression, 30 h; Potency, µM (doses to about 53.9 µM), without a hit: at the top dose GFP activation, most hits filed as activators; 280,000 tested, 0.2% active; AID 1865; note: % of control where 0% means no effect; nearly all actives have a fitted effect of over 60% in size
#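 Readout is the number of GFP-expressing murine LDR cells, counted by cytometry following washing. Cells were treated with compound for 30 h at 37 C; the stably integrated CMV-GFP locus is normally silent.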
# NPSR antagonist: antagonists of human neuropeptide S receptor cAMP signaling; Q6W5P4; CHO-NPSR cells, cAMP TR-FRET, antagonist mode; Potency, µM (titrated, usually from 38.3 µM), inactives show at the highest dose activity change, negative = inhibition, most hits filed as inhibitors; 220,000 tested, 1% active; AID 1461; note: % is set by controls: 0 for no effect and ±100 for the full control effect; nearly all actives have a fitted effect of over 50% in size; many of its hits are not listed in these tables
# GLA spleen mod: inhibitors or activators of human alpha-galactosidase in spleen homogenate; AID 2107; human spleen homogenate, 4MU-alpha-Gal fluorescence, 40 min; 240,000 tested, 0.008% active; Potency, µM (top dose mostly 80 µM), for inactives: top-dose activity change, negative = inhibition, most hits filed as inhibitors; P06280;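 note: 0% = enzyme with vehicle and -100% = no enzyme basal signal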
# Target sequence (P06280 32-429 limits assumed): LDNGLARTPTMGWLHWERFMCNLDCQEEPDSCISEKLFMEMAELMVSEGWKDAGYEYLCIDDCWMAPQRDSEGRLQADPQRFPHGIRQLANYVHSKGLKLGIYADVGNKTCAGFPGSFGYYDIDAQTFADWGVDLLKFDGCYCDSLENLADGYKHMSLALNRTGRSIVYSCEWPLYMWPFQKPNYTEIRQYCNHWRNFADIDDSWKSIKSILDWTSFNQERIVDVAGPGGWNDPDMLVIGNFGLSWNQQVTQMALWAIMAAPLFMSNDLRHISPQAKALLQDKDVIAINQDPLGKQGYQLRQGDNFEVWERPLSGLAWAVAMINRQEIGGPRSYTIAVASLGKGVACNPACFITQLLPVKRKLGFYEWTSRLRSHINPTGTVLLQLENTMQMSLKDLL
#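 Spleen homogenate 1 ug + cpd (titration) + 4-MU-alpha-D-galactopyranoside 1 mM; 37C 40 min; 50 mM citrate/phosphate pH 5.0, 0.01% Tween-20; stop pH 10; fluorescence 365/440; AC50 via Hill.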
# Tau fluor cs: counter-screen for tau fibril formation inhibitors. tau K18 P301L Alexa594 fluorescence, heparin fibrillization. Potency, µM (doses to about 57.7 µM), for inactives: top-dose activity change, negative = decrease. 280,000 tested, 0.93% active. AID 1463; note: % is set by controls: 0 for no effect and ±100 for the full control effect; nearly all actives have a fitted effect of over 55% in size
#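 Human tau K18 P301L (15 uM unlabeled, 0.24 uM Alexa 594-labeled) in 100 mM sodium acetate pH 7 with 20 uM heparin, 6 hr at 37 C. ThT 30 uM added, 1 hr ambient; Alexa 594 FP and total fluorescence read at 555/632 nm.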
# aGlu spleen mod: inhibits or activates alpha-glucosidase in human spleen homogenate | P10253 | human spleen homogenate, 4-MU-alpha-glucoside fluorescence | Potency, µM (top dose mostly 79.9 µM), for inactives: at the highest dose activity change, negative = inhibition, actives largely listed as inhibitors | 240,000 tested, 0.006% active | AID 2112;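 note: 0% = enzyme with vehicle and -100% = no enzyme basal signal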
#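 AC50 values come from Hill-equation fits of concentration-response data, normalized to no-enzyme and full-activity controls. Enzyme source: 1 ug human spleen homogenate; 1 mM fluorogenic 4-MU glucoside, pH 5.0 citrate buffer, 37 C, 40 min.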
# GAA glycogen mod: GAA glycogen-cleavage inhibition or activation | recombinant GAA, glycogen substrate, Amplex Red glucose oxidase fluorescence | Potency, µM (highest dose often 76.4 µM), for the others: top-dose activity change, negative = inhibition, most hits filed as inhibitors | 300,000 tested, 0.38% active;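 note: 0% = full enzyme reaction and -100% = no-enzyme basal signal; the screen sought inhibitors and activators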
#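 Recombinant human enzyme (4 nM); glycogen substrate; 37 C, 40 min, pH 5.0. Readout: coupled glucose oxidase/Amplex Red fluorescence.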
# GAA inhib: blocks human lysosomal alpha-glucosidase; purified human GAA, 4-MU-alpha-glucoside fluorescence; Potency, µM (doses to about 76.9 µM), without a hit: at the highest dose activity change, negative = inhibition, actives largely listed as inhibitors; 200,000 tested, 0.005% active; AID 1466;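 note: plate controls were uninhibited enzyme wells for no effect and no-enzyme background for full effect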
#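 Fluorogenic assay: 4 nM human alpha-glucosidase with 400 uM 4-methylumbelliferyl-alpha-D-pyranoside in 50 mM citrate/phosphate, 0.005% Tween-20, pH 5.0, 20 min at room temperature. Compounds tested up to 77 uM; AC50 from Hill fits.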
# * = called active by the depositor; ? = inconclusive; · = no result given; [ ] = remark or other dose. Unless noted, calls come from the whole dose curve; as a rule, active = well fitted curve in the direction sought with a large enough effect; inconclusive = small, poorly fitted or top-dose-only effect, or another doubt; inactive = no such curve, though single readings can be large; an effect the other way counts as inactive or inconclusive. Potency is the fitted concentration of half-maximal effect. A portion of the library; rates above refer to the full screens.
smiles,Epigenetic derep,Tau fluor cs,ALDH1A1 inh,aGlu spleen mod,GAA glycogen mod,NPSR antagonist,GAA inhib,GLA spleen mod
COc1ccc(Cc2nnc(SC)[nH]c2=O)cc1OC,4.9%,-1%,12%,-11%,5%,-7%[46.1 µM],1%,-22%
COc1ccc(/C=C/C(=O)Nc2nc(C)c(C(=O)N(C)C)s2)cc1OC,-0.6%,-7%,-13%,-3%,-5%,6%,3%,3%
CCN(CC)C(=O)Cn1cc(SCC(=O)NC)c2ccccc21,-0.2%,-1%,2%,-6%,0%,10%,-4%,0%
CCCC(=O)Nc1ccc(NC(=O)c2ccco2)c(OC)c1,-8.7%,-15%,3%,-3%,1%,-15%[46.1 µM],-11%,-1%
O=C(Nc1ccn(Cc2c(F)c(F)cc(F)c2F)n1)c1cccc(Cn2cc([N+](=O)[O-])cn2)c1,2.5%,-18%,-4%,-4%,1%,-12%[46.1 µM],-4%,-5%
COc1cccc(N(CC(=O)Nc2cccc(N(C)S(C)(=O)=O)c2)S(C)(=O)=O)c1,-1.1%,5%,18%,-19%,3%,-16%[46.1 µM],0%,-10%
C=CCNC(=O)N1CCc2nc(-c3ccccc3)c3c(c2C1)CO[C@@H](C)C3,·,-3%[11.6 µM],-5%[13.5 µM],-2%[17.4 µM],·,·,·,3%[17.5 µM]
O=C(Nc1ccc2c(c1)OCO2)c1ccc(S(=O)(=O)N2CCCC2)cc1,-0.6%,-17%,?,5%,-12%,20%,7%,1%
CC(C)c1ccc(-c2nc3c([nH]2)c(=O)n(C)c(=O)n3C)cc1,-1.0%,1%,?,-5%,1%,0%[46.1 µM],-6%,-2%
CCOC(=O)c1c(C)[nH]c(C(=O)COC(=O)/C=C/c2ccc3c(c2)OCO3)c1C,-0.9%,0%,-5%,0%,2%,7%[46.1 µM],3%,3%
CC(=O)OCCn1c(C)[n+](CCOC(C)=O)c2cc(Cl)c(Cl)cc21,-0.3%,-7%,7%,4%,4%,11%,2%,-2%
O=C(COC(=O)c1ccc(S(=O)(=O)N2CCOCC2)cc1)Nc1nc(-c2ccccc2)cs1,-1.0%,-8%,-6%,-1%,5%,?,7%,5%
O=C(CSc1nc2ccccc2c(=O)n1CCCO)NCc1ccccc1,-0.7%,-2%,-2%,-5%,2%,-10%[46.1 µM],-18%,6%
COc1ccc(C(=O)NNC2=NCCCCC2)cc1,0.4%,0%,?,-2%,6%,11%,9%,-4%
NC(=O)C1(N2CCCCC2)CCN(CC(=O)Nc2ccccc2Sc2ccccc2)CC1,1.1%,-4%,-9%,-21%,-8%,?,-1%,8%

# An excerpt from above in order of length of the SMILES, highest first.
smiles,Epigenetic derep,Tau fluor cs,ALDH1A1 inh,aGlu spleen mod,GAA glycogen mod,NPSR antagonist,GAA inhib,GLA spleen mod
NC(=O)C1(N2CCCCC2)CCN(CC(=O)Nc2ccccc2Sc2ccccc2)CC1,1.1%,-4%,-9%,-21%,-8%,?,-1%,8%
O=C(Nc1ccc2c(c1)OCO2)c1ccc(S(=O)(=O)N2CCCC2)cc1,-0.6%,-17%,?,5%,-12%,20%,7%,1%
CCN(CC)C(=O)Cn1cc(SCC(=O)NC)c2ccccc21,-0.2%,-1%,2%,-6%,0%,10%,-4%,0%

# Remaining list, next part
smiles,Epigenetic derep,Tau fluor cs,ALDH1A1 inh,aGlu spleen mod,GAA glycogen mod,NPSR antagonist,GAA inhib,GLA spleen mod
COc1ccc(S(=O)(=O)N2CCCC(C(=O)Nc3ccc(OC)c(OC)c3)C2)cc1 (configuration not stated),0.9%,-7%,7%,-2%,-7%,-23%[46.1 µM],-6%,-7%
CC(C)Cn1nc(NS(=O)(=O)c2ccccc2)c2cc3ccccc3nc21,-2.3%,-19%,?,3%,4%,-16%[46.1 µM],-4%,8%
CN(CC1CCOCC1)C(=O)CC1C(=O)NCCN1CC1CCCCC1 (configuration not stated),1.1%,6%[2.34 µM],8%,-2%,-9%,-11%,10%,3%
Cc1[nH]c2ccccc2c1CCN(Cc1cccs1)C(=S)NC(C)(C)C,-5.1%,-17%,8%,-20%,4%,-33%,-5%,1%
CCC1=NC(c2ccc(OC)cc2OC)N(O)C1(C)C (configuration not stated),0.0%,-7%,8.9µM*,7%,?,-16%[46.1 µM],-3%,5%
O=C(Nc1nc2cc3c(cc2s1)OCO3)c1cccc(N2C(=O)CCC2=O)c1,0.0%,4%,·,-1%,4%,-14%,·,4%
O=C(Nc1ccc2c(c1)CCC2)C1COc2ccccc2O1 (configuration not stated),0.9%,-18%,?,-2%,-5%,-19%[46.1 µM],-17%,-16%
O=C(CSc1nnc(-c2cccc(S(=O)(=O)N3CCCC3)c2)n1-c1ccccc1)Nc1cccc(C(=O)O)c1,0.0%,6%,·,0%,-3%,0%,·,5%
Cn1c(=O)c2c(nc(SCCNS(=O)(=O)c3ccccc3)n2C)n(C)c1=O,0.9%,-10%,-4%,-2%,-5%,-14%[7.67 µM],-6%,5%
O=C(CCCC(=O)OCC(Cl)=C(Cl)Cl)Nc1ccccc1,0.0%,3%,-4%,0%,-2%,17%,4%,2%
COc1ccccc1CN1C(=O)CN(C2CCCC2)C(=O)C1c1ccc(F)cc1 (configuration not stated),-1.0%,-15%,-3%,1%,3%,-20%[46.1 µM],2%,0%
Cc1ccc(OCC(=O)N2N=C(C(F)(F)F)CC2(O)C(C)(C)C)cc1C (configuration not stated),2.9%,-17%,-3%,-9%,-5%,-16%[46.1 µM],?,-8%
CC(=O)NS(=O)(=O)c1ccc(NC(=O)CSc2ccc(C)cc2)cc1,0.5%[10.1 µM],-3%,?,1%,12%,5%,4%,-5%
CCn1nnc(NC(=O)C(C)(c2ccccc2)c2ccccc2)n1,0.2%,-5%,1%,2%,-9%,5%,-5%,3%
CCCC(=O)c1cc(-c2nc3ccccc3n2C)n(C)c1,0.0%,3%,-4%,1%,-1%,-5%[46.1 µM],?,4%
COc1cc(OC)cc(C(=O)NC(=S)Nc2nnn(C)n2)c1,1.1%,-10%,·,0%,-26%,15%,·,5%
CCN(CCCNC(=O)C1CCN(S(=O)(=O)CC)CC1)c1cccc(C)c1,3.7%,-1%,-1%,-3%,-6%,-3%[46.1 µM],-1%,-1%
CC1(C(=O)NC2CCCCCCC2)CC1(Cl)Cl (configuration not stated),-0.3%,-1%,-9%,-4%,7%,3%[46.1 µM],8%,2%
Cn1cnc([N+](=O)[O-])c1Sc1nnc(-c2cccnc2)n1C,3.3%,-28%,-7%[13.5 µM],-5%,2%,1%,-12%,-9%
Cc1ccccc1NC(=O)COC(=O)/C=C/c1cccc(C(F)(F)F)c1,-0.9%,-2%,8%,1%,-4%,11%,2%,3%
Cc1ccc(SCCC(=O)Nc2ccc(OCc3ccccc3)cc2)cc1,-1.6%,-6%,4%,0%,-1%,18%,2%,2%
O=C(OCC(O)CO)c1ccccc1Nc1ccnc2cc(Cl)ccc12 (configuration not stated),-1.3%,-20%,?,-2%,·,·,·,-6%
CC(/C=N/Nc1nc(C)cc(C)n1)=C\c1ccc(C(C)C)cc1,3.9%,-14%,6%,-1%,8%,-44%,-2%,-1%
Cc1ccc(-c2cn(S(=O)(=O)c3cccc4nsnc34)nc2N)cc1,-0.9%,?,8%,1%,-6%,?,?,3%
COC(=O)c1ccc(NC(=O)Cc2ccc(C)cc2)cc1,2.2%,-2%,8%,-3%,6%,-11%[46.1 µM],2%,3%
COC(=O)Cc1ccc(NC(=S)N2CCCCC2C)cc1 (configuration not stated),2.3%,-6%,14%,4%,14%,15%,2%,3%
COc1ccc(N2CCN(C(=O)CSc3nnc4ncccn34)CC2)cc1,-6.4%,-4%,?,-3%,-5%,-9%[46.1 µM],0%,-2%
O=C(Nc1ccccc1[N+](=O)[O-])C1(c2ccccc2)CCOCC1,0.8%,-4%,-15%,-1%,-8%,-7%,-1%,3%
Cc1ccc(OCC(=O)Nc2cc(-c3nn4c(C)nnc4s3)ccc2C)cc1,1.1%,-5%,12%,-18%,-8%,-5%,·,-1%
COc1ccc(NC(=O)C2CCCCN2N)cc1OCC(C)C (configuration not stated),0.1%,-22%,-12%,-2%,6%,1%[46.1 µM],-3%,1%
COc1ccc(OC)c(NC(=O)CSc2nnc3ccc(-c4ccncc4)nn23)c1,-0.1%,0%,-1%,·,-2%,11%,?,-4%
O=C(Cn1cc([N+](=O)[O-])cn1)Nc1cccnc1,2.5%,-11%,7%,7%,1%,14%,3%,-4%
O=C(CC(c1cccs1)S(=O)(=O)c1ccccc1)c1ccc(F)cc1 (configuration not stated),-3.2%,-4%,25µM*,7%,-1%,11%,-4%,6%
COc1cc(CCC(=O)OCC(=O)NCC2CCCCC2)cc(OC)c1OC,1.9%,2%,?,-1%,3%,8%,5%,0%
CCC(=O)Nc1cccc(NC(=O)c2ccc(C)cc2Cl)c1,-1.1%,19%,6%,2%,1%,2%,8%,-9%
Cc1ccc(S(=O)(=O)Nc2ccc(-c3nnc(SCc4ccccc4Cl)o3)cc2)cc1,0.0%,-2%,?,-3%,-7%,-59%,-3%,-5%
O=C(CCN1CCC(c2ccccc2)C1)c1cccs1 (configuration not stated),0.2%,-3%,0.13µM*,-4%,18%,-11%[46.1 µM],-2%,-2%
COc1cc(-c2nc3n(n2)C(c2ccncc2)C2=C(CCCC2=O)N3)cc(OC)c1OC (configuration not stated),2.5%,-12%,4%,3%,-19%,10%,-5%,2%
Cc1cc(NS(=O)(=O)c2ccc(NC(=S)NC(=O)c3ccc(F)cc3)cc2)no1,1.0%,4%,?,9%,-5%,-8%,6%,4%
O=C(NCc1ccco1)/C(=C\c1cccs1)NC(=O)c1ccsc1,2.1%,-6%,-7%,-6%,6%,-1%,5%,2%
COc1ccc(CCNC(=O)C(Sc2ccccn2)c2ccccc2)cc1OC (configuration not stated),-0.7%,-10%,-14%,0%,-5%,-4%,3%,-5%
CCOc1ccc(C(=O)c2cc([N+](=O)[O-])ccc2N2CCOCC2)cc1,7.4%,-11%,-7%,0%,-10%,9%,-3%,0%
CCOc1ccc(OCC(=O)NCCc2nc3ccccc3[nH]2)cc1,-1.1%,-5%,16%,4%,3%,-4%[46.1 µM],-6%,14%
CCCC(=O)c1ccc(-c2ccccc2)cc1,-1.1%,-2%,-3%,2%,-2%,-4%[46.1 µM],2%,-3%
